# Screening data deposited in PubChem by National Center for Advancing Translational Sciences (NCATS).
# Lipid storage S3: qHTS Assay for Lipid Storage Modulators in Drosophila S3 Cells; lipid storage change, negative = inhibition, % at the top dose, mostly 46.1 µM; hits show Potency in µM; hit rate 0.64% among 320,000; AID 2685; Drosophila S3 cells, BODIPY lipid droplet fluorescence, 18-24 h; cells fed with added oleic acid; active = well fitted inhibition curve with a large enough effect in the signal ratio, with a control signal flat, not every such curve was filed as active; inconclusive = small, poorly fitted or top-dose-only effect, or effect the other way, or a change in a side signal; the % refers to the signal ratio
#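 Drosophila S3 cells loaded with oleic acid (400 uM, as added) and compounds at several concentrations; lipid droplets imaged by 488-nm laser-scanning cytometry, 500–530 nm intensity and object ratio to cell channel. Percent activity normalized to 20 uM Triacsin C.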
# Lipid storage S3 cell count max: also measured in Lipid storage S3; calls as there; cell number change, %; measured here: cell count max response;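 cells counted by Cell Tracker Red CMTPX staining in the red channel; peak over a dose series mostly up to 46.1 µM; percent activity relative to internal control wells on each plate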
# The depositor's hits bear a star; i = inactive; ? = inconclusive; . = no result given. % is scaled to controls: 0 for no effect and ±100 for the full control effect; potency is read from the fitted curve at half-maximal effect.
SMILES,Lipid storage S3,Lipid storage S3 cell count max
CC(C)Nc1nc(NC(C)C)nc(SCC(N)=O)n1,-7%,-10
CCCS(=O)(=O)N1CCCC(C(=O)NCCc2ccc(Cl)cc2)C1 (stereo not given),?,.
O=C1c2ccccc2C(=O)N1CCCc1nc(-c2ccccn2)no1,-7%,6
O=C(CCCc1ccccc1)NCCCN1CCOCC1,-4%,7
N#CCOC(=O)[C@H](Cc1c[nH]c2ccccc12)NS(=O)(=O)c1ccc(Cl)cc1,?,.
CCN(CC(=O)Nc1ccccc1C(F)(F)F)C(=O)c1cc(S(=O)(=O)N(C)C)ccc1N1CCCC1,?,.
COc1cc(NS(=O)(=O)c2ccc(N=Cc3c(C)[nH]n(-c4ccccc4)c3=O)cc2)nc(OC)n1,-14%,.
CC(=O)Nc1ccc(S(=O)(=O)NCCc2cc3ccc(C)c(C)c3[nH]c2=O)cc1,18%,23
Cc1cccc(NC(=O)CSc2nnc(-c3ccc(S(=O)(=O)N4CCOCC4)cc3)n2C)c1,?,.
CC(C)C(C)NC(=O)CN1C(=O)NC(C)(c2ccc3ccccc3c2)C1=O (stereo not given),i,.
CC(Oc1ccc(C#N)cc1)C(=O)NC1CCCC1 (stereo not given),?,.
COc1ccc(CCN(C)C(=O)CSc2nnc(-c3ccco3)o2)cc1OC,?,.
CN(C)C(=O)c1ccc(-n2cccn2)nc1,?,.
CCC(C)CN1CCC(CO)(Cc2ccccc2Cl)CC1 (stereo not given),?,.
O=C(COC(=O)c1ccccc1[N+](=O)[O-])c1ccc(C2CCCCC2)cc1,?,.
O=C(NCCC1CCCCN1S(=O)(=O)c1ccc(Cl)cc1)C(=O)NCc1ccncc1 (stereo not given),?,.
CCOc1ccc(CC(=O)Nc2sc(Cc3ccccc3)c(C)c2C(N)=O)cc1OCC,?,.
CC(=O)c1cc2c(cc1NC(=O)CSc1ccc(S(=O)(=O)N(C)C)cn1)OCO2,14%,-17
CN(C)S(=O)(=O)c1cc(C(=O)NCC2CCCO2)c(Cl)cc1Cl (stereo not given),i,.
Cc1cccc(N(CC(=O)NC2CCCC2)C(=O)CCC(=O)Nc2nc(C)cs2)c1,?,.
O=c1cc2ncc(-n3cc([N+](=O)[O-])cn3)cn2[nH]1,?,.
CN(C)C(=O)CN1CCN(Cc2nc(CC3CC3)no2)CC1,?,.
CCCOc1ccc(C(CC(=O)O)NC(=O)CC(c2ccccc2)c2ccccc2)cc1 (stereo not given),4%,4
O=C(N/C=N/OCc1cccc(C(F)(F)F)c1)N1OC[C@@H]2COc3ccc4ccccc4c3[C@@H]21,?,.
NNc1nc2cc3c(cc2s1)OCCO3,?,.
O=C(CCS(=O)(=O)c1ccc(Br)cc1)N1CCN(Cc2ccccc2)CC1,?,.
CCOn1c(=O)c(-c2cccs2)[n+]([O-])c2ccccc21,?,.
CCCCc1ccc(N/C(N)=N/c2nc(C)cc(C)n2)cc1,?,.
Cc1cc(Nc2ccccc2)c2c([N+](=O)[O-])cc(C)c(C)c2n1,?,.
CCN(CC)C(=O)c1sc(NC(=O)c2cc(-c3ccc(C)s3)nc3ccccc23)c(C(=O)OC)c1C,9%,-16

# Retrieved one by one from the list above:
SMILES,Lipid storage S3,Lipid storage S3 cell count max
O=C(CCS(=O)(=O)c1ccc(Br)cc1)N1CCN(Cc2ccccc2)CC1,?,.
CCCOc1ccc(C(CC(=O)O)NC(=O)CC(c2ccccc2)c2ccccc2)cc1 (stereo not given),4%,4
Cc1cccc(N(CC(=O)NC2CCCC2)C(=O)CCC(=O)Nc2nc(C)cs2)c1,?,.
CN(C)C(=O)CN1CCN(Cc2nc(CC3CC3)no2)CC1,?,.
Cc1cc(Nc2ccccc2)c2c([N+](=O)[O-])cc(C)c(C)c2n1,?,.
CCOc1ccc(CC(=O)Nc2sc(Cc3ccccc3)c(C)c2C(N)=O)cc1OCC,?,.

# The list continues.
SMILES,Lipid storage S3,Lipid storage S3 cell count max
O=C(Nc1ccccc1)C1=C[C@@H](C2CC2)C[C@@H](OCCCCO)O1,-4%,-4
CCN(CC)CC(O)CN(c1ccccc1)S(=O)(=O)c1ccc2ccccc2c1 (stereo not given),?,.
COc1ccc(OC)c(CN(CCCN2CCOCC2)S(=O)(=O)c2ccc(NC(C)=O)cc2)c1,?,.
Cc1cccc2c1cnn2C(=O)CCC(=O)N1CC(C)CC(C)C1 (stereo not given),-12%,-1
O=c1c2ccccc2nc(-c2ccc(Cl)c(Cl)c2)n1O,?,.
O=C(Nc1ccc([N+](=O)[O-])c(NC(=O)C2CCCO2)c1)C1CCCO1 (stereo not given),?,.
O=C(Nc1ccc(F)cc1)N1CCCN(c2ccc(C(F)(F)F)cn2)CC1,6%,-1
CCn1c(Cc2c(C)[nH]c3ccccc23)n[nH]c1=S,i,-8
CCC(C)c1ccc(OCC(=O)NNC(=O)C2CCCCC2)cc1 (stereo not given),-18%,-17
COc1ccccc1N1C(=O)N(CC(=O)C(C)(C)C)c2ccccc2S1(=O)=O,?,.
CC1=NNC(=O)C1Oc1ccccc1 (stereo not given),?,.
N=c1ccn(Cc2c(Cl)cccc2Cl)cc1,10%,-3
Cc1c(NC(=O)CSc2n[nH]c(-c3ccccc3)n2)c(=O)n(-c2ccccc2)n1C,i,11
COCC(C)n1c(SCC(=O)NC(=O)Nc2ccc3c(c2)OCCO3)nc2ccccc2c1=O (stereo not given),?,.
CCOc1nc(Oc2cccc(C(=O)O)c2)nc(Oc2cccc(C(=O)O)c2)n1,?,.
CC(C)(C)c1ccc2c(c1)N(CC(=O)N1CCCC1)C(=O)CO2,i,.
O=C1N/C(=C\c2ccccc2)c2ccccc21,i,.
COc1ccc(C(=O)N2CCC(C(=O)NCc3ccccn3)CC2)cc1,?,.
CC(CN1c2ccccc2Sc2ccccc21)N(C)C (stereo not given),?,.
Cc1occc1C(=O)Nc1ccc(S(=O)(=O)N2CCCC2)cc1,-24%,.
CC(=O)c1cc(-c2ccc(F)cc2)n(CCC(=O)Nc2cc(C)[nH]n2)c1C,9%,-1
Cc1nc(Cc2nnc(SCC(=O)N3CCN(c4ccc(F)cc4)CC3)o2)cs1,?,.
O=C(CSc1ncc(C(F)(F)F)cc1Cl)N1CCN(S(=O)(=O)c2ccc(Cl)cc2)CC1,i,.
CCOc1cc(Br)c(C=O)cc1OCC,4%,23
C/C(=N/NC(=O)CSCc1ccc(Cl)cc1)c1cccc(NC(=O)c2ccccc2)c1,?,.
CCC(=O)N(Cc1cc2cc(OC)ccc2[nH]c1=O)c1cc(C)ccc1C,22%,9
O=C(O)CCCN=C1NC2(CCCC2)Cc2ccccc21,6%,12
Cc1cccc(Cn2c(C)nc3ccc([N+](=O)[O-])cc3c2=O)c1,-1%,-17
COc1ccc(CNC(=O)CNC(=O)N2CC(=O)Nc3ccccc32)cc1,?,.
COc1ccc(OC)c(C(=O)c2ccc(Cl)cc2)c1,?,.
CCN(CC)C(=O)C1CCCN(c2ccc([N+](=O)[O-])cc2[N+](=O)[O-])C1 (stereo not given),-7%,-9
CCn1c2ccccc2c2cc(NC(=O)C/C(C)=N/NC(=O)c3ccccc3N)ccc21,8%,1
Cc1no[n+]([O-])c1COc1cccc(/C=N/Nc2nncn2N)c1,?,.
O=C(CN1C(=O)NC2(CCCCCC2)C1=O)Nc1ccc2c(c1)CCC2,?,.
O=C1CCC(C(=O)Nc2cccc(Oc3ccccc3)c2)=NN1,-4%,.
CCOc1ncccc1C(=O)N(CC)CC(=O)Nc1ccc(NC(C)=O)cc1,8%,4
CN1CCc2c(sc(N)c2C(=O)c2ccc(Cl)cc2)C1,2%,17
COc1ccc(C2=NN(C(=O)CSc3ncccn3)C(c3ccc(C)cc3)C2)cc1 (stereo not given),-17%,-13
COc1ccc(CNC(=O)C2=C(C)C(=O)OC23CCC(C)CC3)cc1 (stereo not given),?,.
Cc1cc(C)c2c(n1)nn1c(NCCCN(C)C)cc(C)nc21,-2%,-6
CN(C(=O)c1ccc2nccnc2c1)C1CCCCC1,3%,-17
COc1ccc(/C(C)=N/Nc2nc3ccccc3nc2C)cc1,?,.
CCCCN1C2CCCC1CC(NC(=O)c1cccc(OC)c1)C2 (stereo not given),?,.
OCCCCNCc1cc(Br)ccc1OCc1ccccc1,?,.
COc1ccc(C(=O)NC2=NCCS2)cc1,12%,2

# Ordered by the number under Lipid storage S3 cell count max (high to low): 3 from the list above
SMILES	Lipid storage S3 cell count max
CN1CCc2c(sc(N)c2C(=O)c2ccc(Cl)cc2)C1	17
Cc1c(NC(=O)CSc2n[nH]c(-c3ccccc3)n2)c(=O)n(-c2ccccc2)n1C	11
O=C(Nc1ccc(F)cc1)N1CCCN(c2ccc(C(F)(F)F)cn2)CC1	-1

# Carrying on.
SMILES,Lipid storage S3,Lipid storage S3 cell count max
CCN1C(=O)N/C(=C/c2cc(C)n(Cc3ccccc3)c2C)C1=O,16%,14
COc1ccc(NC(=O)c2sc3nc(-c4cccnc4)ccc3c2N)cc1,?,.
Cc1cccc(NC(=O)COC(=O)c2ccccc2SCC(=O)N2CCCC2)c1,?,.
O=C(c1cc(Cl)nc2ccccc12)N1CCN(S(=O)(=O)c2cccc(C(F)(F)F)c2)CC1,?,.
O=C(C1CCN(S(=O)(=O)N2CCCC2)CC1)N1CCCCC1,2%,19
N#Cc1cccc(C(c2nnnn2C2CCCC2)N2CCCCCC2)c1 (stereo not given),?,.
C/C(=N\NC(=O)C1COc2ccccc2O1)c1ccc(Cl)s1 (stereo not given),?,.
CCOC(=O)C1=C(COC(=O)/C=C/c2ccccc2Cl)NC(=O)NC1C (stereo not given),?,.
FC(F)Oc1ccc(NC(=S)NCc2nc3ccccc3[nH]2)cc1,?,.
CCCCNC(=O)N1CCN(c2ccccc2OC)CC1,17%,1
CCC(C)N(C(=O)Cn1nnc2ccccc21)C(C(=O)Nc1ccc(F)cc1)c1cccc(OC)c1 (stereo not given),2%,5
COc1cc(NC(=O)CN2c3cccc4cccc(c34)S2(=O)=O)cc(OC)c1OC,i,-25
COc1ccccc1NC(=O)CNC(=O)Cn1cnc2sc(C)c(C)c2c1=O,?,.
Cc1cc(Cl)cc(C)c1OCCNCc1ccccc1,22%,1
CCOC(=O)c1cc(C#N)c(C)nc1N(CC)CC,?,.
COc1cc(C(=O)OCCN2CCCCC2)ccc1O,0%,-1
COc1ccc(C(C(=O)NC(C)(C)C)N(C(=O)Cn2nnc3ccccc32)c2cccc(C(C)=O)c2)cc1O (stereo not given),?,.
CCOc1ccc2nc(NC(=O)CSc3nnnn3C3CCCCC3)sc2c1,?,.
Cc1cccc(NS(=O)(=O)c2ccc3oc(=O)ccc3c2)c1C,-12%,4
O=C1c2ccc(Oc3cccc([N+](=O)[O-])c3)cc2C(=O)N1c1ccccn1,?,.
Cc1ccccc1-n1nc(C)c2c(C(=O)NN)cc(-c3ccncc3)nc21,?,.
CCCC(=O)Nc1ccccc1N1CCN(C(=O)C(C)C)CC1,?,.
COc1ccc(OCCCC(=O)Nc2cccc(SC)c2)cc1,4%,7
O=C(NC(=S)Nc1ncccn1)c1ccccc1Cl,24%,1
CCc1cc2c(SCC(=O)N(C)C3CCS(=O)(=O)C3)ncnc2s1 (stereo not given),2%,1
CC(C)CC(=O)NNC(=S)Nc1ccc(S(N)(=O)=O)cc1,?,.
COCCNC(=O)C(c1ccc(C)o1)N(Cc1ccc(F)cc1)C(=O)Cn1nnc2ccccc21 (stereo not given),8%,7
O=C(c1nc2ccccc2s1)N1CCN(c2ccccn2)CC1,i,1
COc1ccc(N2CCN(C(=O)c3cc(-c4cccs4)nc4ccccc34)CC2)cc1,?,.
Cc1ccc(-c2cc(-c3nnc(SCC(=O)N(C)CCC#N)n3N)c3ccccc3n2)cc1,11%,13
CC(=O)NN1C(=O)/C(=C2/Sc3ccc(Cl)cc3N2C)SC1=S,5%,5
Cc1ccc(NCc2nnc(SCC(N)=O)o2)c(C)c1,-2%,-13
CSCC[C@H](NS(=O)(=O)c1ccc(C)cc1)C(=O)N1CCC(C(=O)N[C@@H](C)C(=O)O)CC1,9%,13
CN1CCCN(C(=O)c2ccc(Cl)cc2)CC1,?,.
N#CCCn1cc(/C=N/O)c(-c2ccc(Cl)cc2)n1,1%,-10
COC(=O)c1oc2c(c1C)C1(CCC2)SCCS1,?,.
Cc1ccc2cc(C(c3nnnn3Cc3ccccc3)N3CCc4ccccc43)c(=O)[nH]c2c1C (stereo not given),?,.
Cc1cccnc1NC(=O)c1cccc(NC(=O)CC2SC(N3CCCCC3)=NC2=O)c1 (stereo not given),?,.
COc1ccc([C@H]2CC(=O)C=C(c3cccc(CO)c3)C2)cc1OC,?,.
CCn1c(=N)n(CC(=O)C(C)(C)C)c2ccccc21,?,.
O=C1COc2ccc(-c3csc(NCCc4ccccc4)n3)cc2N1,?,.
COc1cc(/C=N/NC(=O)CCc2c(C)n[nH]c2C)ccc1O,?,.
O=C(c1cc([N+](=O)[O-])ccc1Cl)N1CCN(c2ccccc2)CC1,2%,-13
CCCC(=O)Nc1ccc(C(=O)N/N=C2\CC(=O)CC(C)(C)C2)cc1,-6%,8
C(=N\Nc1ccccn1)/c1ccc(N2CCOCC2)cc1,?,.
CC(=O)Nc1ccc(/C=N/N2C(=O)NC(C)(c3ccc(OC(F)F)cc3)C2=O)cc1 (stereo not given),53%,47
CCC(=O)NCCn1ccc2ccccc21,?,.

# Already shown: entries from further up.
SMILES,Lipid storage S3,Lipid storage S3 cell count max
N#CCCn1cc(/C=N/O)c(-c2ccc(Cl)cc2)n1,1%,-10
COC(=O)c1oc2c(c1C)C1(CCC2)SCCS1,?,.
Cc1ccc2cc(C(c3nnnn3Cc3ccccc3)N3CCc4ccccc43)c(=O)[nH]c2c1C (stereo not given),?,.
Cc1cccnc1NC(=O)c1cccc(NC(=O)CC2SC(N3CCCCC3)=NC2=O)c1 (stereo not given),?,.
COc1ccc([C@H]2CC(=O)C=C(c3cccc(CO)c3)C2)cc1OC,?,.

# A portion of the library; rates above refer to the full screens.
